# KCNQ2 inh: KCNQ2 channel blockers in CHO-K1 cells – cell-based, FluxOR thallium flux, B-score, primary screen (AID 2156); O88943; 20 min; active compounds read low; B-score at 10 µM; actives 1.1% (n = 310,000);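 active = fluorescence ratio B-score at most minus 3 library SDs, with starting brightness B-score within 2 library SDs, cut at about -5.5 in these data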
# STK33 inh: human STK33 kinase inhibition; Q9BYT3; purified STK33, MBP phosphorylation, ADP-Glo luminescence; inhibition, % at 10 µM; actives 0.073% (n = 320,000); AID 2661;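 active = inhibition at or above 25%, using the most active replicate where run in duplicate; inactive = inhibition below 25%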
# Target sequence (Q9BYT3 whole entry, looked up): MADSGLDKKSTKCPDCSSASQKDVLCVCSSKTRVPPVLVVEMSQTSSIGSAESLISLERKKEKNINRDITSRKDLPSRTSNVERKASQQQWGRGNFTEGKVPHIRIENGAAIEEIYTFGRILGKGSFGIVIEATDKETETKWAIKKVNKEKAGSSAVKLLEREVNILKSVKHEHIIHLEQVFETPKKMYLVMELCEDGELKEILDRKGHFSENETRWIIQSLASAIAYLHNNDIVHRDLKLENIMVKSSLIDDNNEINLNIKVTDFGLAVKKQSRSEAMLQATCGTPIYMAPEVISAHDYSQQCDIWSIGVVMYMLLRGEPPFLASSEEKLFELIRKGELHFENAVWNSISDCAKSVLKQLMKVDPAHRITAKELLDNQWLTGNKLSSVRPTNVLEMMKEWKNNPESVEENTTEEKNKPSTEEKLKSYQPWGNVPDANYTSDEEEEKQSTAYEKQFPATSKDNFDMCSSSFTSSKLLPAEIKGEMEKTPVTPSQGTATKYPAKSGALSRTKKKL
# OX1R antag: antagonists of human orexin 1 receptor (OX1R) | O43613 | OX1R-expressing cells, FRET antagonist read-out | inhibition, % at 6.6 µM | actives 1.8% (n = 330,000); in the data active = inhibition mostly above about 38%, no sharp cut-off; inactive = mostly below about 40%;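 also: 0% = agonist challenge alone and 100% = reference antagonist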
# Target sequence (O43613 whole entry, looked up): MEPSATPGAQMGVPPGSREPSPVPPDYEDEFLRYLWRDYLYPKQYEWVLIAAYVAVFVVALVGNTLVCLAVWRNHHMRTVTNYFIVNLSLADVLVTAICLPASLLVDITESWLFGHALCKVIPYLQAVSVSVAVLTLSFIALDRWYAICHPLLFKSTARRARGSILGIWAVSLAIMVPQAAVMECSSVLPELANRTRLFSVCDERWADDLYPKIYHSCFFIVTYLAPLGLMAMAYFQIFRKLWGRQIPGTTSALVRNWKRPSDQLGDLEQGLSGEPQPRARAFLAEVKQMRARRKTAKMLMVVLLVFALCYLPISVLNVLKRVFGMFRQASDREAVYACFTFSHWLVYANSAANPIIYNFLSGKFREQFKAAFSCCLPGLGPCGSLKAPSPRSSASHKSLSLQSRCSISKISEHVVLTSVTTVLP
# An asterisk follows results filed as active; i = inactive; nt = not tested or not shown.
OX1R antag	KCNQ2 inh	mol	STK33 inh
25	i	COC(=O)Cn1cc([N+](=O)[O-])nc1C	0.5
15	i	Cc1cc(NC(=O)CSc2nc(C3CC3)nc3sc(C)c(C)c23)no1	-1.5
12	i	CC(C)CC(NC(=O)C1CCCCC1)C(=O)N1CCN(c2ccccn2)CC1 (stereo not given)	-1.9
13	i	COc1cc(O)c(C(CCN2CCCC(C)C2)c2ccc3c(c2)OCO3)c(OC)c1 (stereo not given)	-0.9
8	i	Cc1cc(C)c2c(c1)C(=O)/C(=C/c1ccc(C(=O)O)cc1)CC2	1.7
8	i	COc1ccc(-c2cc(C(=O)Nc3c(C)n(C)n(-c4ccccc4)c3=O)no2)cc1	-2.5
12	i	CC(=O)Nc1nc(SCc2cccc3ccccc23)n[nH]1	-0.8
7	i	Nc1nnc(CCOc2ccc(Cl)cc2)s1	-0.1
5	nt	NC(=O)c1ccc(NC(=O)CN2CCN(S(=O)(=O)c3ccc4ccccc4c3)CC2)cc1	-0.7
16	i	N/C(=N\NC(=O)c1cccs1)c1cc2cc(Cl)ccc2oc1=O	-1.5
8	i	O=C(CSc1nnc(NC(=O)C2CC2)s1)NCc1ccco1	0.0
25	i	Cc1ccc2c(c1)C(=O)C(=O)N2CC(=O)Nc1ccccc1NC(=O)c1ccccn1	1.2
17	i	COC(=O)CSC(C(=O)Nc1ccc(C)c(C)c1)c1ccccc1 (stereo not given)	-5.6
33	i	COc1ccc(C(=O)COC(=O)c2cc([N+](=O)[O-])ccc2N2CCOCC2)c(OC)c1	-1.8
20	i	CCOC(=O)C1=C(C)N(CCC(=O)O)C(=O)NC1c1ccccc1Cl (stereo not given)	-1.1
27	i	O=C(NC(C(=O)N/N=C/c1cc([N+](=O)[O-])ccc1O)c1n[nH]c(=O)c2ccccc12)c1ccccc1 (stereo not given)	-0.1
66*	i	CCN(CC)c1ccc(/C=N/NC(=O)c2cccc(S(=O)(=O)N3CCOCC3)c2)c(O)c1	-0.5
25	i	CN1C=CC=C/C1=C1/SC(=S)N(Cc2ccccc2)C1=O	2.3
9	i	C=CCOC(=O)C1=C[C@H](c2cn(C(C)=O)c3ccccc23)C[C@H](OCCCCO)O1	-0.8
-1	i	O=C(NCCS(=O)(=O)N1CCN(c2ccccc2)CC1)C1CC(=O)N(c2ccccc2)C1 (stereo not given)	0.1
10	i	CC1=C(C(=O)N2CCOCC2)C(c2cc(C)ccc2C)NC(=S)N1 (stereo not given)	-1.3
2	i	COc1ccc(NC(=O)C(F)(OC)C(F)(F)F)c(OC)c1 (stereo not given)	-1.4
21	i	CCc1nnc(NC(=O)CSc2nc(C)cs2)s1	-1.3
21	i	C=CCCCN(Cc1ccccc1)S(=O)(=O)c1ccccc1Br	-0.1
11	i	c1ccc(Nc2c3c(nc4ccccc24)CCC3)cc1	2.5
49*	i	Cc1c(C(=O)Nc2nonc2-c2ccc(F)cc2)oc2ccc(F)cc12	-2.5
21	i	Cc1coc2c(C)c3oc(=O)c(CCC(=O)NCc4ccccn4)c(C)c3cc12	0.1
18	i	CCOC(=O)c1c(NC(=O)COC(=O)c2cnc(C)cn2)sc(C(=O)N(C)C)c1C	2.3
18	i	O=C(Nc1ccncc1)c1ccc(C(=O)Nc2ccncc2)cc1	-0.3
14	i	O=C(N/N=C/c1cccnc1)c1ccc(NC(=O)c2cccc(Cl)c2)cc1	0.6
37	i	Cc1ccc(NC(=O)c2ccc([N+](=O)[O-])o2)cc1C	0.6
16	i	CC(/C=C/c1ccccc1)=N/NC(=O)CNC(=O)c1ccccc1F	-0.7
15	i	CCOCCCn1c(SCC(=O)Nc2cccc(S(=O)(=O)NC3=NCCCCC3)c2)nc2ccccc2c1=O	-1.3
12	i	O=c1[nH]c(SCc2ccccc2Cl)nc2c1cnn2-c1ccccc1	-1.2
7	i	CC(C)(C)c1ccc(C(=O)N2CCC(C(=O)NC3CC3)CC2)cc1	0.0
10	i	FC(F)(F)c1ccccc1NC(=S)N1CCN(c2ccccn2)CC1	0.0
-2	i	O=C(Nc1cccc(C(=O)Nc2ccccc2C(=O)O)c1)c1cccc(Cl)c1	3.9
4	i	COc1ccc(-c2csc(N3CCN(S(=O)(=O)c4ccc5c(c4)NC(=O)CO5)CC3)n2)cc1	-1.0
1	i	O=C(c1ccccc1)N(Cc1cccnc1)C1(C(=O)Nc2ccccc2)CCCCC1	-0.7
16	i	COc1ccc2c(c1)[nH]c1c(=O)n(Cc3ccccn3)cnc12	1.2
30	i	COc1ccc([N+](=O)[O-])cc1NC(=O)CSc1ccccc1	-1.7
16	i	CCC(=O)Oc1ccc(C(=O)Nc2cccc(C(=O)NCC(C)C)c2)cc1	0.2
31	i	Fc1ccc(CNC(=S)Nc2cccc(C(F)(F)F)c2)cc1	1.0
10	i	C#CCSc1nnnn1-c1cccc(Cl)c1	-2.6
4	i	COc1ccc(Cl)cc1Nc1nnc(-c2ccncc2)s1	0.7
29	i	O=C1c2ccccc2C(=O)N1CC1c2ccccc2CCN1S(=O)(=O)c1ccccc1 (stereo not given)	0.2
7	i	Cc1cccn2cc(CSc3ccccc3N)nc12	-0.9
2	nt	COc1cc(OC)cc(-c2sc3ccc(OC)cc3c2C#CC2(N)CCCCC2)c1	-1.2
7	nt	C=CCC[C@H](Cc1ccc(F)cc1)C(=O)OC[C@@H](NC(=O)[C@@H](CC=C)CC(=O)N[C@@H](CO)Cc1ccccc1)C(C)(C)C	0.3
13	i	Cc1nccn1-c1ncnc2sc3c(c12)CCCC3	-1.1
4	i	CC1CCCCN1CCCNC(=O)Cn1ncc2c([nH]c3ccccc32)c1=O (stereo not given)	-1.0
12	i	Cc1ccc2cc(C)c(N3CCN(c4ccccn4)CC3)nc2c1	-1.3
16	i	O=C(Nc1ccccc1)Nc1sccc1-c1nc2ccccc2s1	-0.8
9	i	CCCCOC(=O)c1cc(Cl)c(O)c(OC)c1	0.5
7	i	CCOc1cccc(C(=O)NCc2ccccc2)c1	-2.5
4	i	CC(C)CCNC(=O)CN(C(=O)Cn1nnc(-c2ccc(F)cc2)n1)C1CCCC1	1.0
8	i	O=C(NC1CCC(O)CC1)c1cccnc1Sc1ccccc1Cl (stereo not given)	-1.6
7	i	COc1ccc(C(C(=O)NC2CCCC2)N(C(=O)c2ccco2)c2ccc(OC)c(OC)c2)cc1 (stereo not given)	-0.3
13	nt	CN(c1ccccc1)S(=O)(=O)c1ccc2c(c1)OCCO2	4.4
29	i	Cc1nn2cc(-c3ccc(Cl)cc3)cnc2c1Br	-2.6

# Next entries.
OX1R antag	KCNQ2 inh	mol	STK33 inh
26	i	CCc1c(C)c(C#N)c2nc3ccccc3n2c1Nc1c(C)n(C)n(-c2ccccc2)c1=O	0.8
28	i	CCN1CCN(C(=S)NC(=O)/C=C/c2cccs2)CC1	1.0
21	-8.7*	COc1cc(C(=O)NCC(c2cccs2)N2CCc3ccccc32)cc(OC)c1OC (stereo not given)	-0.9
21	i	CC(C)N1CC=C2C(C#N)=C(N)C(C#N)(C#N)C(c3ccccc3)C2C1 (stereo not given)	0.5
10	nt	Cn1c(N)c(C(=O)COC(=O)/C=C/c2ccccc2)c(=O)n(C)c1=O	-2.2
12	i	COc1cc2c(cc1OC)CN(CC(=O)Nc1ccccc1C#N)CC2	-0.2
5	i	CC(C)CN(C(=O)COC(=O)CCc1c[nH]c2ccccc12)C1CCS(=O)(=O)C1 (stereo not given)	-0.7
-9	i	O=C(NC1CCCCCC1)C1CCN(C(=O)c2ccc(Br)cc2)CC1	-1.4
7	i	C=C(C)C1CC=C(C)/C(=N/NC(=O)COc2cccc(C)c2)C1 (stereo not given)	-1.0
27	i	NC(=O)c1cc([N+](=O)[O-])cc2c1C=Cc1ccccc1O2	-2.0
3	i	CC(C)N(C)NC(=S)Nc1ccccc1	-0.5
-4	nt	Cc1c(Cl)ccc2c1NC(=O)[C@]21[C@@H]2C(=O)N(Cc3ccccc3)C(=O)[C@@H]2[C@@H]2CCCN21	-3.0
5	i	C(=N\Nc1nc2ccccc2[nH]1)/c1cccc2nccnc12	0.7
18	i	Cc1ccc(N2C(=O)c3ccc(C(=O)Nc4cccnc4)cc3C2=O)c(C)c1	0.5
37	nt	CC(C)c1ccc(/C=N/Nc2cc(N3CCOCC3)nc(N3CCOCC3)n2)cc1	-0.4
15	i	Cc1cc(C)n(S(=O)(=O)c2cc(Cl)ccc2Cl)n1	-1.2
17	nt	Cc1ccc(/C=C/S(=O)(=O)NCCC(=O)NCc2ccccc2F)cc1	0.5
1	nt	Cc1noc(C)c1S(=O)(=O)N(C)C[C@H]1Oc2ccc(NS(=O)(=O)c3ccc(F)cc3)cc2C(=O)N([C@H](C)CO)C[C@@H]1C	0.2
3	i	CC(=O)c1c(C)nn(C(=O)c2cccs2)c1C	0.7
10	i	Cc1cc(C)c(NC(=O)CN2C(=O)NC3(CCCCC3)C2=O)c(Cl)c1	-0.6
24	i	CCOc1ccc(-c2c(C(=O)N/N=C/c3ccc(OC)cc3)nnn2-c2nonc2N)cc1	-0.4
18	nt	CCOC(=O)c1c(NCc2ccc3c(c2)OCO3)c2ccccc2[nH]c1=O	-0.4
8	i	Cc1ccc(CNC(=O)CCNS(=O)(=O)c2cccs2)cc1	-1.3
24	i	CCc1ccc(NC(=O)c2cnn(-c3ccccc3)c2C)cc1	-0.1
11	i	CCCCC(=O)Nc1cccc(NC(=O)C(C)C)c1	-2.2
7	i	Cc1ccc(S(=O)(=O)NCCc2ccncc2)cc1C	-0.5
9	i	CSCCC(NC(=O)C1CCCCC1)c1nc2ccccc2[nH]1 (stereo not given)	-1.0
2	i	CC(C)c1ccc(NC(=O)/C(C#N)=C/c2ccncc2)cc1	0.3
20	i	CCOC(=O)c1c(C)nc2sc3c(c2c1-c1ccc(OC)cc1)NC(c1ccccc1)NC3=O (stereo not given)	-2.0
-1	i	CCC(=Cc1ccc(CC)cn1)CC	-0.3

# Given with tabs: entries from further up.
Molecule	OX1R antag	KCNQ2 inh	STK33 inh
Cc1ccc(/C=C/S(=O)(=O)NCCC(=O)NCc2ccccc2F)cc1	17	nt	0.5
CCc1ccc(NC(=O)c2cnn(-c3ccccc3)c2C)cc1	24	i	-0.1

# Next results:
OX1R antag	KCNQ2 inh	mol	STK33 inh
6	i	CC1=C(C(=O)Nc2ccccc2)C(c2ccc(C)cc2)N=C(Nc2nc3ccccc3o2)N1 (stereo not given)	-0.8
nt	i	COC(=O)COc1ccc(C(c2c(C)[nH][nH]c2=O)c2c(C)[nH][nH]c2=O)cc1	-2.8
11	i	CCCCN(C)CCNC(=O)c1cc(-c2cccnc2)nc2ccc(S(=O)(=O)N3CCC(C)CC3)cc12	0.6
18	i	CCN(CC)c1ccc(-c2nc3cnccn3c2NC2CCCC2)cc1	-5.3
3	i	COc1ccc(-c2nnsc2N2C(=O)c3ccccc3C2=O)cc1	-1.1
15	-7.9*	O=C(CCN1CCCC1Cc1ccccc1)c1ccc2c(c1)OCCO2 (stereo not given)	-3.2
4	i	CC(=O)N1CCOc2ccc(S(=O)(=O)NCC3CCC(C(=O)Nc4ccc(C)cn4)CC3)cc21 (stereo not given)	1.4
5	i	C=CCc1cccc2cc(C(=O)NC3CCCCC3)c(=O)oc12	-1.3
30	i	O=C(c1cnn2c(C(F)F)cc(-c3ccccc3)nc12)N1CCN2CCCC2C1 (stereo not given)	0.9
68*	i	O=C(Oc1cccc(C(=S)N2CCOCC2)c1)c1cc([N+](=O)[O-])cc([N+](=O)[O-])c1	-0.4
15	i	Cn1c(=NC(=O)c2ccccc2[N+](=O)[O-])sc2cccc(F)c21	0.0
-4	i	COc1ccc(N(C(=O)CNC(=O)c2ccco2)C(C(=O)NC2CCCCC2)c2ccncc2)cc1 (stereo not given)	-1.1
1	i	Cc1cc(C)c(C#N)c(N2CCCC(C(N)=O)C2)n1 (stereo not given)	-0.3
11	i	Oc1cccc(/C=N/Nc2cc(N3CCOCC3)nc(N3CCOCC3)n2)c1	1.0
20	i	Cc1onc(-c2ccccc2)c1C(=O)Nc1ccc(Cl)cn1	-1.0

# Quoted from the listing:
# OX1R antag with Oc1cccc(/C=N/Nc2cc(N3CCOCC3)nc(N3CCOCC3)n2)c1 : 11
# STK33 inh with COC(=O)COc1ccc(C(c2c(C)[nH][nH]c2=O)c2c(C)[nH][nH]c2=O)cc1 : -2.8

# Continued.
OX1R antag	KCNQ2 inh	mol	STK33 inh
10	i	C=CCn1c(SCC(=O)NCc2ccc3c(c2)OCO3)nnc1C1CCCCC1	1.2
15	i	CC1=NNC(=O)C1CCC(=O)N/N=C/C=C/c1ccccc1 (stereo not given)	-2.5
7	i	COc1cc(/C=N/NC(=S)NC(C)C)ccc1OCC(=O)Nc1c(C)cc(C)cc1C	-2.1
14	i	Cc1ccccc1NC(=O)c1cccc(NC(=O)c2ccco2)c1	0.3
10	i	CSc1nnc(-c2ccccc2)c(=O)[nH]1	0.1
11	i	Cc1cc(C)cc(NC(=O)CN2CCN(C(=O)C3CCCO3)CC2)c1 (stereo not given)	-1.2
26	i	Cc1ccc2nc(-c3cccnc3)c(NC3CCCC3)n2c1	0.2

# An excerpt from above in order of heavy-atom count, largest number first:
OX1R antag	KCNQ2 inh	mol	STK33 inh
7	i	COc1cc(/C=N/NC(=S)NC(C)C)ccc1OCC(=O)Nc1c(C)cc(C)cc1C	-2.1
10	i	C=CCn1c(SCC(=O)NCc2ccc3c(c2)OCO3)nnc1C1CCCCC1	1.2
11	i	Oc1cccc(/C=N/Nc2cc(N3CCOCC3)nc(N3CCOCC3)n2)c1	1.0
14	i	Cc1ccccc1NC(=O)c1cccc(NC(=O)c2ccco2)c1	0.3
15	i	CC1=NNC(=O)C1CCC(=O)N/N=C/C=C/c1ccccc1 (stereo not given)	-2.5
1	i	Cc1cc(C)c(C#N)c(N2CCCC(C(N)=O)C2)n1 (stereo not given)	-0.3
10	i	CSc1nnc(-c2ccccc2)c(=O)[nH]1	0.1

# Assay outcomes (PubChem)
